# Compound activity (PubChem BioAssay)
# G6PDH counter – L. mesenteroides G6PDH inhibition counter-screen. Purified L. mesenteroides G6PDH, diaphorase/resazurin coupled fluorescence, 45 min. inhibition, % at 5 µM. hit rate 0.12% among 200,000; in the data active means inhibition above about 50%
# STAT3 inh – reduces IL-6 driven STAT3 reporter signal; U3A cells, IL-6 STAT3-luciferase reporter, luminescence; host cell line lacks STAT1; inhibition, % at 5.5 µM; hit rate 0.89% among 190,000;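 active means inhibition above the mean inhibition across all screened compounds plus 3 SD, cut at about 44% in these data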;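 further: 0% = DMSO only wells and 100% = 100 µM nifuroxazide control wells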
# STAT1 act – increases IFN-gamma driven STAT1 reporter signal. AID 932. NIH 3T3 STAT1-luciferase reporter, luminescence; 100% = IFN-gamma alone, no compound. hit rate 2.6% among 200,000. activation (% of control), % at 5.5 µM;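 active means activation above the screen-wide mean activation plus 3 SD, cut at about 130% in these data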;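 further: raw ratio to IFN-gamma control signal so 100% means no change and 0% no light; values of inactives mirror those of a sister screen read the other way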
# STAT3 activator – increases IL-6 driven STAT3 reporter signal. U3A cells, IL-6 STAT3-luciferase reporter, luminescence; 100% = signal with IL-6 EC80 alone. activation (% of control), % at 5.6 µM. hit rate 0.91% among 190,000. AID 871;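 active means activation above the screen-wide mean of compound activation plus 3 SD, cut at about 130% in these data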;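 further: 0% = background luminescence of wells with medium and substrate only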
#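 Detection: reporter luminescence signal / Assay system: STAT1-lacking human U3A cells, STAT3 luciferase reporter / Incubation: compound pre-incubation 1 h before IL-6, then 6 h stimulation at 37 °C / Control set: IL-6-only high control / Read-out: % activation relative to IL-6 control / Probe or stimulus: Interleukin-6, 33 ng/mL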
# TLR4-MyD88 BLA – blocks binding of human TLR4 to MyD88. O00206+Q99836. HeLa CL3-4 TLR4/MyD88 BLA complementation, FRET ratio. inhibition, % at 8.4 µM. hit rate 0.18% among 200,000; in the data active means inhibition above about 25%;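 further: 0% = vehicle and 100% = reference inhibitor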
# Target sequence (O00206 whole entry, looked up): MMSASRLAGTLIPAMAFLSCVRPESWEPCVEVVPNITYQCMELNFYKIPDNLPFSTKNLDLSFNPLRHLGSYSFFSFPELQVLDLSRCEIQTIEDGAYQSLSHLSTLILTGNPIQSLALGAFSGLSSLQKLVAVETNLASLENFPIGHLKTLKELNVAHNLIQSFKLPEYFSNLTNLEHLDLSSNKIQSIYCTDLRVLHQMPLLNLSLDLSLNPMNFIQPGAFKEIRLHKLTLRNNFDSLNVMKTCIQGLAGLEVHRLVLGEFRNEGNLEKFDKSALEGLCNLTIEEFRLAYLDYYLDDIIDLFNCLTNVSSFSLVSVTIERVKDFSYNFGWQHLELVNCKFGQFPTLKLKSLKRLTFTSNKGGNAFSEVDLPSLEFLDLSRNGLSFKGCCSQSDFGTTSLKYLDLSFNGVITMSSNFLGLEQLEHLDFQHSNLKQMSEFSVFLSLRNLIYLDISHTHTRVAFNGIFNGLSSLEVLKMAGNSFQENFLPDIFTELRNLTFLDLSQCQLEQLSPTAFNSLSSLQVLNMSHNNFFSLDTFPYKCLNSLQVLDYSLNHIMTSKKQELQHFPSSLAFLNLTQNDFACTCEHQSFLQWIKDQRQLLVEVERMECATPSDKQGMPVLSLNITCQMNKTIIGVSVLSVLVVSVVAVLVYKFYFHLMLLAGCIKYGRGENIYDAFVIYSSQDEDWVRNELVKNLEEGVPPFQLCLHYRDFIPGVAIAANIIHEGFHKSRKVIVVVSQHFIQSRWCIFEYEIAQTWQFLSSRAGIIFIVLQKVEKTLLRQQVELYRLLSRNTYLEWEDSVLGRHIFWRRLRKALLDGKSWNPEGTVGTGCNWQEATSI
# Target sequence (Q99836 whole entry, looked up): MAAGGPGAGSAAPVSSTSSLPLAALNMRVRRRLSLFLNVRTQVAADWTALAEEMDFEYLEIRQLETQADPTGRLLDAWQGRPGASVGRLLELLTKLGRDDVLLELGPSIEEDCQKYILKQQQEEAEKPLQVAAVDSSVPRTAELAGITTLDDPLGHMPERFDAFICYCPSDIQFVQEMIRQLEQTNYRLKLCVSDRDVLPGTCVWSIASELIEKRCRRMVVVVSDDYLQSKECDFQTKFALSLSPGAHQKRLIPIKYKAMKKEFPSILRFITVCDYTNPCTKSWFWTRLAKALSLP
# Diaphorase act – activates diaphorase or chemically reduces, flagging diaphorase assay artifacts; hit rate 0.005% among 190,000; Diaphorase/resazurin coupled assay, resorufin fluorescence, 16 min; stronger effect = higher value; 1 = vehicle wells, 0 = NADH-free wells; activation factor at 20 µM; AID 1229;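 active means diaphorase activity raised at least twofold by the compound at 20 µM; inactive means activation factor below 2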
#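 Assay system: Purified diaphorase enzyme from Clostridium kluyveri | Amount: Enzyme 0.07 U/mL final | Dosing: Compound 20 µM once, DMSO 1% | Timing: 16 min reaction at room temperature | Detection: Fluorescence, excitation 544 nm and emission 590 nm | Evaluation: Higher resorufin formation from activation or reduction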
# APP transl inh – APP translation inhibition. SH-SY5Y APP 5'UTR-luciferase reporter, luminescence. inhibition, % at 2 µM. hit rate 0.82% among 190,000;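 active means inhibition above a set limit, derived from the sample mean plus 3 SD, cut at about 45% in these data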; further: values of inactives mirror those of a sister screen read the other way
# Diaphorase inh – inhibits diaphorase or chemically oxidizes, flagging diaphorase assay artifacts. diaphorase resazurin-to-resorufin fluorescence, NADH, 16 min; bacterial (C. kluyveri) enzyme, not human. inhibition, % at 20 µM. hit rate 0.69% among 190,000;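 active means primary screen inhibition at 20 µM above a set limit, cut at about 50% in these data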;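 further: plate controls were DMSO with full reaction for no effect and wells lacking NADH for full effect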
#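 System: Bacterial diaphorase enzyme (C. kluyveri) | Incubation: 16-min room-temperature incubation before reading | Benchmarks: No-NADH positive control and DMSO neutral control | Measured by: Resorufin fluorescence 544/590 nm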
# STAT1 blocker – reduces IFN-gamma driven STAT1 reporter signal; NIH 3T3 STAT1-luciferase reporter, luminescence; inhibition, % at 5.5 µM; hit rate 0.35% among 200,000; AID 920;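 active means inhibition above a set limit, the mean inhibition across all tested compounds plus 3 SD, cut at about 34% in these data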;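 further: 0% = IFN-gamma with DMSO and 100% = IFN-gamma with 300 µM nifuroxazide; values of inactives mirror those of a sister screen read the other way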
# Hsp70 activator – switches on Hsp70 transcription | hit rate 0.04% among 200,000 | HeLa Hsp70 promoter luciferase reporter, luminescence; scaled: vehicle 0, proteasome-inhibitor control 100% | activation, % at 10 µM;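 active means activation above the mean across all tested compounds plus 3 SD, cutoff set per campaign, cut at about 5.5% in these data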;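 further: 100% = MG132 at 30 µM as the positive control and 0% = DMSO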
# * marks the source's active call; other numbers are inactive results.
compound	G6PDH counter	STAT3 inh	STAT1 act	STAT3 activator	TLR4-MyD88 BLA	Diaphorase act	APP transl inh	Diaphorase inh	STAT1 blocker	Hsp70 activator
CC(C)C(=O)NC(c1ccccc1)c1cc([N+](=O)[O-])c2cccnc2c1O (configuration not stated)	55*	2	98	97	5	0.6	-18	39	2	0.1
c1ccc(CNC23CC4CC(CC(C4)C2)C3)nc1	-4	11	94	97	-2	0.9	15	13	6	-0.1
Cc1nnc(SCC(=O)NCCN2C(=O)CSC2=O)n1-c1ccccc1	3	17	103	92	17	0.9	-18	12	-4	-0.1
Cc1ccc(-n2c(SCC(=O)N/N=C/c3c(C)nn(-c4ccccc4)c3C)nc3ccccc3c2=O)cc1	-5	4	85	95	-4	0.8	9	21	16	-0.4
Oc1ccc(C=Nc2ccccc2-c2nc3ccccc3[nH]2)c(O)c1	-20	-8	124	103	7	0.9	-38	10	-26	-0.1
CCOC(=O)C1CCCN(C2CC(=O)N(c3ccccc3)C2=O)C1 (configuration not stated)	2	10	106	97	2	1	15	1	-7	0.0
Cc1ccc2nc(N3CCN(S(=O)(=O)c4ccc5c(c4)OCCO5)CC3)c(C#N)cc2c1	5	8	99	96	-2	0.9	5	11	2	-0.5
COc1ccc(CCN2C(=O)NC(NS(=O)(=O)c3ccc(Cl)cc3)(C(F)(F)F)C2=O)cc1OC (configuration not stated)	5	9	105	96	6	0.9	-12	6	-5	0.1
Cc1ccc(-c2cc3ncc(C#N)c(N)n3n2)cc1	2	16	130*	91	6	1.1	-76	-13	-37	0.4
Cc1ccccc1-n1c(C)cc(/C=N/NC(=O)c2ccc(CN3CCOCC3)cc2)c1C	-41	24	96	84	-17	0.9	-14	14	4	-0.3
O=C(OCc1cnc(Cl)s1)c1c(F)cccc1F	3	5	98	97	12	1	-7	5	2	-0.2
C=CCN(CC=C)C(=O)COC(=O)c1ccc(Sc2ncn[nH]2)c([N+](=O)[O-])c1	0	0	98	103	-10	1	0	3	0	-0.2
COc1cc(OC)cc(C(=O)N[C@H](C(=O)Nc2ccc3c(c2)OCO3)C(C)C)c1	1	-6	99	107	-7	0.9	-2	8	1	0.0
O=C(Oc1ccc(Br)cc1C(=S)N1CCCC1)c1ccccc1F	-1	0	93	103	-6	0.7	-8	26	8	0.4
O=C(c1cccc([N+](=O)[O-])c1)c1ccc2c(c1)C(=O)N(c1c[nH]c(=O)[nH]c1=O)C2=O	10	-5	101	105	-8	0.7	-12	29	-2	-0.1
COc1cccc(C(=O)Nc2ccccc2F)c1	34	12	132*	92	-17	1	-19	1	-33	0.2
Cc1ccc2nc(NC(=O)CN3CCOCC3)sc2c1	2	18	121	89	-4	0.9	-10	11	-22	-0.3
CCCCNC(=S)N1CCN(C(c2ccccc2)c2ccccc2)CC1	4	0	102	102	-2	1	-10	-3	-3	0.2
CCOc1ccc(C(=O)CCC(=O)O)cc1	10	-4	102	107	9	1	2	-1	-2	0.0
CCOC(=O)c1csc(-c2ccc([N+](=O)[O-])cc2)n1	2	24	112	84	14	1.1	33	-8	-14	-0.1
Cn1c(=O)c2c(n3cnnc13)-c1ccccc1CC21CCCC1	7	37	90	70	-4	1	0	-3	6	-0.5
O=C(C/C=N/OCc1ccc(Cl)cc1Cl)c1ccccc1	6	1	103	104	2	0.7	5	25	-3	-0.5
O=C(CO)N/N=C/c1c2ccccc2cc2ccccc12	2	8	104	93	3	0.9	-12	6	-4	-0.2
CC(=O)Nc1ccc2c(c1)ncn2C	3	-3	98	104	-2	1	-15	4	7	-0.2
CN(C)S(=O)(=O)c1cc(NC(=O)CN2CCc3ccccc32)ccc1Cl	4	-32	107	127	-13	1.1	-35	-6	-10	0.0
O=C(NNC(=O)c1ccc2ncccc2c1)c1ccc(Cl)cc1	9	11	101	95	-4	0.9	-18	11	-5	0.0
O=S(=O)(NCc1ccco1)c1cccc(S(=O)(=O)N2CCOCC2)c1	8	-3	95	105	-9	0.9	13	6	6	-0.2
CN(C)c1ccc(/C=N/NC(=O)c2ccnn2C)cc1	14	21	122	87	-3	0.9	-46	15	-26	0.3
CC(C)NC(=O)NC(=O)COc1cccc2c1OC(C)(C)C2	5	-2	102	103	0	0.9	-5	13	-1	-0.1
CN1CCN(S(=O)(=O)c2ccc(NC(=S)NC(=O)c3ccccc3)cc2)CC1	0	-3	96	109	6	0.7	-5	25	4	0.2

# Individual results from the list.
# Hsp70 activator result of CCOc1ccc(C(=O)CCC(=O)O)cc1 reads 0.0
# STAT1 act result of Cc1ccc(-c2cc3ncc(C#N)c(N)n3n2)cc1 reads 130*

# More records.
compound	G6PDH counter	STAT3 inh	STAT1 act	STAT3 activator	TLR4-MyD88 BLA	Diaphorase act	APP transl inh	Diaphorase inh	STAT1 blocker	Hsp70 activator
CC1(C)Cc2noc(N)c2C(C)(C)N1OC(=O)c1ccco1	9	-2	98	106	2	1	-10	4	2	-0.3
O=C1CC(Cc2ccccc2)C(=O)N1CCc1ccc2c(c1)OCO2 (configuration not stated)	3	7	102	97	-11	0.8	-8	17	-2	-0.3
O=c1c2ccccc2sn1-c1nccs1	2	-6	86	106	1	0.5	19	51*	14	-0.2
Cc1ccc(N=Cc2nc(-c3ccc(C)cc3)oc2O)cc1	5	11	99	96	9	1	6	2	2	-0.2
COc1ccc(NC(=O)c2ccccc2SC)cc1OC	-1	8	99	94	-15	0.9	0	6	0	-0.3
CCOC(=O)C1(Cc2ccccc2C(F)(F)F)CCN(CCCn2cccn2)CC1	6	-4	94	105	-5	0.9	-11	13	4	-0.1
O=S1(=O)CCN2C(=N1)Sc1c2ccc2c1CCCC2	18	24	111	85	-2	0.7	-8	25	-11	0.1
CC1CN(C2CCCCC2)c2nc3c(c(=O)n(C)c(=O)n3C)n2C1 (configuration not stated)	3	7	93	99	-2	0.7	-8	30	8	-0.5
COc1ccc(CCN2C(=O)C(O)=C(C(=O)c3ccco3)C2c2cccs2)cc1OC (configuration not stated)	4	1	92	102	-6	0.9	-15	10	8	-0.6
COC(=O)c1sc(NC(=O)/C=C/c2ccc(C)o2)nc1C	-1	6	112	97	9	0.8	-66	19	-13	0.1
O=C(NCCCN1CCCC1=O)c1cncc(Br)c1	9	8	102	99	4	1	-6	4	-2	0.3
COc1cc(C(=O)NNC(=S)NCc2ccco2)cc(OC)c1OC	1	12	92	96	-4	1	-3	-4	6	-0.1
COc1cccc(C(c2nnnn2CS(=O)(=O)c2ccc(C)cc2)N2CCN(C)CC2)c1OC (configuration not stated)	-4	-12	106	115	6	0.8	-1	16	-6	-0.1
CCCC(=O)NC(=S)Nc1ccc(NC(=O)C(C)C)c(OC)c1	-13	10	88	88	-6	0.9	2	10	13	-0.6
N#CC1=C(N)Oc2cc3c(cc2C1c1ccc(Cl)cc1)OCO3 (configuration not stated)	-4	-3	105	105	3	0.8	13	18	-6	0.3
Cc1sc(NC(=O)c2ccccc2)c(C(=O)NCCN(C)C)c1C	8	14	104	96	-1	0.9	4	8	-5	0.1
CCOC(=O)C(CC)n1cnc2sc3c(c2c1=O)CCC3 (configuration not stated)	0	4	98	99	-8	0.9	-3	10	2	-0.2
COc1ccccc1Nc1nc(C)c(C(=O)Nc2ccccc2)s1	-4	20	99	85	-11	0.9	13	11	0	-0.3
O=C(COc1cccc(C(F)(F)F)c1)NCCCN1CCCC1=O	1	0	107	101	2	0.8	6	18	-8	-0.5
Cc1cccc(Nc2ncnc3nc[nH]c23)c1	1	-1	109	105	-4	0.9	-14	7	-11	-0.2
Cc1ccc2nc3c(cc2c1)c(NC(=O)c1ccccn1)nn3CC(C)C	9	14	96	89	-8	0.8	10	20	6	-0.5
CN(C)CCNC(=O)C(=O)c1c(-c2ccccc2)cc2ccccn12	4	17	94	88	0	1	-12	-2	6	-0.2
COc1cccc(/C=N\Nc2nncc(-c3ccccc3)n2)c1	2	7	110	96	2	1.2	-1	-17	-11	-0.3
CC(CCc1ccccc1)NC(=O)Cc1ccc([N+](=O)[O-])cc1 (configuration not stated)	-3	-5	96	107	6	0.9	-18	10	5	-0.1
c1ccc(-c2nc(-n3nc4ccccc4n3)nc3ccccc23)cc1	-1	12	102	91	-4	0.7	-5	27	-2	-0.1
Cc1ccc(NC(=O)c2ccc(CNS(=O)(=O)c3cccc(C(F)(F)F)c3)cc2)cc1	4	0	95	107	1	1	17	5	6	0.3
Cc1ccc(-c2nnn(CC(=O)N(Cc3ccccc3)C(C(=O)NC(C)(C)C)c3ccncc3)n2)o1 (configuration not stated)	-4	7	106	96	-5	0.9	-4	9	-6	-0.1
COCC1CCCN(Cc2nc(-c3ccc4c(c3)OCO4)no2)C1 (configuration not stated)	14	5	123	101	3	0.8	-37	16	-28	0.0
CC(C)CC(=O)Nc1ccc(F)c(Cl)c1	4	-2	97	104	4	0.8	-2	19	3	0.4
O=C(NC(=S)N(Cc1ccccc1)Cc1ccccc1)c1ccccc1F	3	5	97	96	9	0.8	-11	23	3	-0.3

compound	G6PDH counter	STAT3 inh	STAT1 act	STAT3 activator	TLR4-MyD88 BLA	Diaphorase act	APP transl inh	Diaphorase inh	STAT1 blocker	Hsp70 activator
CCCn1c(SCC(=O)NCc2ccc(C)cc2)n[nH]c1=O	5	2	104	105	11	1	-8	3	-4	0.2
COc1ccc(OC(=O)Nc2ccccc2)cc1	1	-9	125	115	-1	0.8	-26	22	-28	-0.2
O=C(CSc1nc2c(cnn2-c2ccc(F)cc2)c(=O)[nH]1)Nc1nccs1	8	-9	95	108	2	1	30	2	5	-0.1
O=C(Nc1ncc(Cc2ccccc2Cl)s1)c1ccc([N+](=O)[O-])cc1	-20	4	98	99	-12	0.9	-25	9	3	-0.4
O=C(Cn1nnc(-c2ccccc2)n1)NCc1cccs1	9	6	102	104	-8	0.9	2	13	-2	-0.1
COc1cccc(-c2nn(C)c3sc(C(=O)Nc4ccc5c(c4)OCCO5)cc23)c1	3	2	105	104	9	0.9	2	10	-4	0.0
Fc1ccc(-c2nnc3ccc(N4CCc5ccccc5C4)nn23)cc1	14	23	103	87	-17	0.9	4	10	-3	-0.3
COCc1nnc(NC(=O)c2cc(Cl)ccc2OC)s1	-1	24	106	82	-12	0.9	6	6	-7	-0.2
Cc1cc(C)cc(N(CC(=O)NC2CC3CCC2C3)S(C)(=O)=O)c1 (configuration not stated)	6	4	97	103	10	0.9	0	15	3	-0.5
